rCAG binder: r(CAG) repeat RNA binding | TO-PRO-1 dye displacement fluorescence | inhibition, % at 3 µM | 1.3% of 370,000 active | AID 651821;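 active means inhibition above the plate cutoff, the mean of all test compounds on that plate plus 3 SD, cut at about 35% in these data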;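 further: 0% = DMSO alone and 100% = 100 µM mitoxantrone as full dye displacement; higher means more dye released from RNA so lower well fluorescence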
Rev-erbA mod: modulators of human Rev-erb alpha DNA binding | P20393 | Rev-erbα–FITC-DNA binding, fluorescence polarization, 90 min | activity, % at 10 µM | 0.79% of 370,000 active | AID 1259318;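 active means activity above about 14%, limit read from the data; passing the limit was not always enough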;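 further: 0% = DMSO wells with 35 nM protein and 100% = DMSO wells with 750 nM protein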
Target sequence (P20393 whole entry, looked up): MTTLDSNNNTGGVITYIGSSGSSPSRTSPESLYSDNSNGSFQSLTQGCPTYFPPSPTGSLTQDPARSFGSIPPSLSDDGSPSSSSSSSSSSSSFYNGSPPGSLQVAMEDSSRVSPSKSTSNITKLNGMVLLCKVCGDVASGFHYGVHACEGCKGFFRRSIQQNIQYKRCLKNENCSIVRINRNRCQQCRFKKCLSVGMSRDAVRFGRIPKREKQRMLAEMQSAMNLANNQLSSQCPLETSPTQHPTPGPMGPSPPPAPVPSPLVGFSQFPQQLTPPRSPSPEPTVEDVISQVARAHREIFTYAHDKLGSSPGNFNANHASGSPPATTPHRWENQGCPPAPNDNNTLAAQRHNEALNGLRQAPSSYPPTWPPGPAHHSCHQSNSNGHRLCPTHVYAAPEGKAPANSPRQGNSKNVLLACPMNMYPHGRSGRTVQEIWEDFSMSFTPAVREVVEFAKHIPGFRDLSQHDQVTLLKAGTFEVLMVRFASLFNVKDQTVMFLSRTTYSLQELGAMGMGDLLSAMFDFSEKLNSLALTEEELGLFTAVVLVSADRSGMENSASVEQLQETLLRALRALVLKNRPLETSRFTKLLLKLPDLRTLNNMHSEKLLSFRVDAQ
PG9 binder: small molecules binding HIV-1 gp120 antibody PG9. TR-FRET gp120-PG9 antibody binding. inhibition, % at 6.7 µM. 0.43% of 360,000 active. AID 624416; in the data active means inhibition above about 8.5%
TCR-CD3 inh: human TCR-CD3 binding inhibition; AID 651800; TAMRA-labeled TCR probe fluorescence, biochemical; 0.37% of 360,000 active; inhibition, % at 9.4 µM; in the data active means inhibition above about 19%;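 further: recombinant mutant TCR 2C K166C tagged with TAMRA read by polarization; 0% = receptor in buffer alone and 100% = receptor with positive control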
MBD2 inh: MBD2-methylated oligo binding inhibition; Q9UBB5; TR-FRET, MBD2 binding to methylated oligonucleotide; inhibition, % at 4.4 µM; 0.31% of 370,000 active; AID 686964; in the data active means inhibition above about 13%
UHRF1 binding: blocks human UHRF1 binding to methylated DNA; UHRF1 binding to methylated oligo, TR-FRET; inhibition, % at 4.4 µM; 0.75% of 370,000 active; AID 687016; in the data active means inhibition above about 21%;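 further: UHRF1 SRA domain binding a hemimethylated CpG hairpin DNA probe; 0% = median of test compound wells and 100% = reference inhibitor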
mABHD4 FP: inhibitors of mouse ABHD4; inhibition, % at 8.92 µM; purified mABHD4, FP-Rh probe fluorescence polarization; AID 720543; Q8VD66; 0.54% of 370,000 active;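 active means inhibition exceeding the mean over every tested compound plus 3 SD, cut at about 30% in these data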;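 further: 0% = plate median of compound wells and 100% = S159A mutant with DMSO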
Target sequence (Q8VD66 whole entry, looked up): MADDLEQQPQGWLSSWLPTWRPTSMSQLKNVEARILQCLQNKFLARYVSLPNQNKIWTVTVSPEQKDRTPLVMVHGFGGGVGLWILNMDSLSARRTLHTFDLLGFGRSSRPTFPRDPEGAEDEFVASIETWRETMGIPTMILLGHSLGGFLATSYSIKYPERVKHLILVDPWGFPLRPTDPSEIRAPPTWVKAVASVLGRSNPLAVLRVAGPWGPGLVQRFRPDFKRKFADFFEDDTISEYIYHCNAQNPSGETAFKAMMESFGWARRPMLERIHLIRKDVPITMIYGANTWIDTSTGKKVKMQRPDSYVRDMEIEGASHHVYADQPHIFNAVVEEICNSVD
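Doses – 8.92 µM, single dose · Material – wild-type mouse ABHD4 protein · Replication – single well per compound (singlicate) · Measure – percent inhibition of probe binding, normalized to plate controls · Schedule – 45 min compound pre-incubation plus 60 min probe step, 25 °C · Detection – fluorescence polarization with parallel and perpendicular emission, 525/598 nm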
HTRA1 inh: blocks human HTRA1 serine peptidase; inhibition, % at 5.96 µM; AID 504803; recombinant HTRA1, FP-rhodamine activity-based probe, fluorescence polarization; 0.5% of 340,000 active; Q92743; in the data active means inhibition above about 36%;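 further: 0% = enzyme with DMSO and 100% = wells lacking enzyme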
LEDGF integ inh: blocks HIV-1 LEDGF/p75-dependent DNA integration. inhibition, % at 3.7 µM. 0.64% of 370,000 active. AID 743269. TR-FRET IN-LEDGF/p75 DNA integration, Eu/Cy5;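 active means inhibition above the screen-wide mean plus 3 SD, cut at about 13% in these data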;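 further: signal is the Cy5 over europium emission ratio at 671 and 618 nm; 0% = plate median of compound wells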
PRMT1 inh: inhibitors of human PRMT1. Q99873. recombinant PRMT1, activity-based probe fluorescence polarization. inhibition, % at 2.79 µM. 1.3% of 370,000 active. AID 652257;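 active means inhibition above about 21% made by adding two undisclosed values, limit read from the data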
Starred values were filed as active, the others as inactive; x = no result given. Not all compounds are listed; rates above refer to the full screens.

SMILES | rCAG binder | Rev-erbA mod | PG9 binder | TCR-CD3 inh | MBD2 inh | UHRF1 binding | mABHD4 FP | HTRA1 inh | LEDGF integ inh | PRMT1 inh
CC(C(=O)Nc1cccnc1)N1C(=O)c2ccccc2C1=O (stereo not drawn) | -3.1 | -1.0 | -1.2 | -7.1 | 3.0 | 1.6 | -5.3 | 2.7 | 0.3 | -2.2
Cc1cccc(N=Nc2c(C)[nH]n(-c3ccccc3)c2=O)c1 | 2.9 | -2.1 | 0.1 | 3.8 | 3.3 | -0.9 | 5.5 | -3.9 | -1.8 | 1.6
Cc1ccc(NC(=O)C(=O)NCCOc2ccccc2Cl)cc1 | 0.1 | 0.5 | 1.7 | 13.0 | -9.4 | -1.2 | 0.6 | -4.8 | 0.3 | -1.9
Clc1ccc(Nc2ncnc3c2cnn3-c2ccccc2)cc1 | 9.3 | 0.1 | -0.8 | -5.7 | -0.8 | 1.8 | -4.5 | -18.2 | -1.9 | 6.1
CC(C)n1c(-c2ccc(C(C)(C)C)cc2)n[nH]c1=S | -0.7 | 5.8 | -0.7 | 5.8 | -1.6 | -3.7 | -9.5 | 0.0 | 1.6 | 8.1
CC(C)(C)c1ccc(C(=O)N/C(=C\c2cccs2)C(=O)NCc2ccco2)cc1 | 6.0 | 3.7 | -1.4 | -2.5 | 1.0 | 6.0 | -19.4 | -14.6 | 2.5 | 3.7
COc1ccc(NC(C)=O)cc1S(=O)(=O)N1CCN(C/C=C/c2ccccc2)CC1 | -2.3 | -1.3 | 0.3 | 1.0 | -1.8 | -0.6 | -0.7 | -5.7 | 4.1 | -9.4
O=c1ccc(Br)c[nH]1 | 2.1 | 1.5 | -1.8 | -0.1 | -4.7 | -4.3 | 2.7 | 3.5 | 2.9 | -1.7
COc1ccc2c(C#N)c3ccccn3c2c1 | 3.7 | 0.8 | -2.8 | 5.2 | 3.1 | 2.5 | 5.3 | -3.6 | -0.2 | -1.9
COc1ccc(-c2sc(C(=O)c3ccc(Cl)cc3Cl)cc2CC(=O)O)cc1 | 54.5* | -6.3 | -3.4 | -5.4 | -2.1 | 1.7 | -20.4 | -24.1 | 1.4 | -1.3
O=C(O)C(c1ccccc1)N1C(=O)/C(=C\c2ccc(O)c(O)c2)SC1=S (stereo not drawn) | 41.7* | -6.5 | -7.7 | -31.0 | -1.9 | 1.1 | -1.1 | -29.6 | 23.0* | 39.4*
CCCCCCCCN1C(=O)[C@@H](CC(=O)N2CCOCC2)C[C@@]2(C(=O)OC)C1=C[C@H](C(C)(C)C)O[C@@H]2C | 3.4 | -5.3 | 0.7 | 1.5 | -0.9 | 0.7 | -7.3 | x | -3.9 | -0.9
Cc1cc(C)c2cccc(NC(=S)NC(=O)c3ccccc3)c2n1 | 7.0 | 9.5 | 3.0 | -9.5 | 0.8 | 4.5 | -13.2 | -11.4 | 3.8 | 6.4
CCC(CO)NCCNC(CC)CO (stereo not drawn) | 2.3 | -5.2 | -2.3 | -1.4 | 0.5 | 2.9 | -6.7 | 6.3 | 1.6 | -2.7
CCc1ccc(NC(=O)c2cc3c(C)nc4ccccc4c3o2)cc1 | 3.9 | 2.3 | -1.5 | -3.7 | 2.4 | 3.1 | -98.0 | -94.9 | 2.9 | 2.9
Cc1ccc(CSc2nncn2-c2ccccn2)cc1 | -3.0 | 2.3 | 0.7 | 7.6 | 3.0 | -3.6 | 2.0 | 4.7 | -0.5 | -1.0
COc1ccc(OC)c(S(=O)(=O)N2C(C)CCCC2C)c1 (stereo not drawn) | -5.8 | 4.9 | 0.6 | -4.4 | 2.0 | 0.3 | 4.7 | 0.8 | -0.9 | 0.0
CC1(c2ccc(Cl)cc2)NC(=O)N(CC(=O)Nc2ccc(F)cc2)C1=O (stereo not drawn) | 2.1 | 0.3 | -1.5 | 1.4 | -3.5 | -3.4 | -11.9 | -9.9 | -2.9 | -3.0
CCC(COC(=O)Nc1ccccc1)NC(=O)OC(C)C (stereo not drawn) | -4.1 | 2.4 | -1.6 | -1.6 | 1.2 | -1.8 | -2.5 | 2.8 | -4.0 | -0.1
CC1(C)CC(C)(c2ccc(O)cc2O)N(c2cccc(Cl)c2)C(=S)N1 (stereo not drawn) | -0.4 | -2.9 | -2.3 | 3.8 | -5.2 | 0.7 | -20.4 | -0.9 | 1.5 | 0.7
CCC1CCCCN1S(=O)(=O)c1ccc(NC(=O)c2ccncc2)cc1 (stereo not drawn) | -2.9 | 2.2 | -1.5 | 7.1 | -0.9 | 0.0 | -14.6 | -4.4 | 2.3 | 1.4
CC(=O)Nc1c(O)n(C)c2ccccc12 | 0.5 | -5.4 | 2.2 | -3.6 | 5.0 | -1.7 | -0.8 | 3.8 | 3.3 | 3.3
CC(O)CNc1nc2c(c(=O)n(C)c(=O)n2C)n1Cc1cccc(Br)c1 (stereo not drawn) | -5.9 | -0.2 | 1.1 | 7.8 | 1.2 | 0.8 | 3.1 | 3.7 | 0.3 | -0.3
Cc1ccsc1/C=N/NC(=O)C(O)c1ccccc1 (stereo not drawn) | 1.1 | 1.4 | -2.3 | 0.8 | 0.0 | 1.4 | -1.0 | 2.4 | 0.8 | -3.0
N#CC1(CCCN2CCCCC2)c2ccccc2CCc2ccccc21 | -3.9 | -3.2 | 1.7 | -5.0 | -1.3 | 0.1 | 0.6 | 2.7 | -3.9 | 5.1
CCN1C(=O)c2cccc3c(NC(=O)c4ccc(S(=O)(=O)N(C)C)cc4)ccc1c23 | 2.2 | 0.3 | -17.3 | 6.3 | 2.8 | -2.7 | -9.4 | -4.2 | -0.8 | -1.0
Cc1ccc2cc(CN(Cc3ccco3)C(=O)c3ccco3)c3nnnn3c2c1 | 1.9 | 9.6 | -2.7 | 7.6 | -2.0 | -0.9 | 0.3 | -15.6 | -3.4 | 2.1
O=C(CN1C(=O)NC2(CCCCCC2)C1=O)c1cccs1 | 5.0 | 3.0 | 0.6 | -2.4 | 1.9 | 7.7 | 4.9 | -5.3 | -4.1 | 5.9
CCCCn1c(N)c(N(CCC(C)C)C(=O)c2ccccc2-n2cnnn2)c(=O)[nH]c1=O | -5.5 | -2.8 | 0.2 | -1.2 | 3.2 | -0.3 | 0.2 | 6.1 | 0.8 | -2.7
CCCCN1CC(=O)N2[C@H]3c4cc(Cl)ccc4OC[C@@H]3[C@H](C(=O)OCC)[C@]2(C)C1=O | -9.5 | -1.4 | -0.7 | -1.6 | -0.7 | -0.7 | 6.0 | 0.3 | 1.0 | -1.8
CC(=O)NC1CCC(C(=O)O)(c2ccccc2)C1 (stereo not drawn) | 2.7 | -2.1 | 1.1 | -2.1 | 2.3 | 1.3 | 1.6 | -3.5 | 3.9 | 1.2
Cn1nccc1C(=O)NCCN1C(=O)OC(C)(C)C1(C)O (stereo not drawn) | 1.0 | -2.2 | -0.1 | 9.3 | -5.5 | -0.5 | 2.7 | 5.2 | 0.3 | -3.0
Cc1cc(C)c2cc(C#N)c(NCCNC(=O)c3ccccc3)nc2c1 | 2.5 | 17.7* | 28.6* | 4.3 | 3.8 | -2.1 | 6.5 | x | -5.1 | 2.7
CN1CCN(CCNC(=O)Cn2c(=O)c3cccn3c3ccc(F)cc32)CC1 | 0.8 | -2.6 | -1.1 | 6.6 | -0.5 | -0.5 | 3.2 | -1.9 | -2.2 | -1.9
COc1ccc(CNC(=O)C2CC(c3ccccc3[N+](=O)[O-])=NO2)cc1 (stereo not drawn) | -1.9 | -1.9 | 1.6 | 2.5 | 1.1 | 0.8 | 9.4 | -3.8 | 1.2 | -0.7
O=C(Nc1ccc(OC(F)(F)F)cc1)Nc1c(-c2ccccc2)nc2ncccn12 | 8.6 | -0.1 | x | x | 0.7 | -5.1 | -11.1 | x | 1.3 | 0.5
COc1ccccc1S(=O)(=O)Nc1ccc(S(=O)(=O)Nc2nccs2)cc1 | 1.3 | 3.9 | -0.8 | -2.1 | 5.1 | 1.0 | 2.1 | 3.5 | -3.2 | 2.1
CC1C(=O)N(Cc2cn(CCC3OCCO3)nn2)CCS(=O)(=O)N1Cc1ccc(-c2ccc(Cl)c(Cl)c2)cc1 (stereo not drawn) | 9.1 | 6.6 | -0.3 | 2.0 | 1.6 | -0.8 | -30.9 | -29.6 | -2.9 | -0.4
O=C(NCCNC(=O)c1ccccn1)c1ccc(-c2ccccc2)cc1 | -6.0 | 9.3 | -0.5 | -5.7 | 4.9 | -0.6 | 3.4 | -0.7 | -2.6 | 3.9
Cc1ccc(NC(=O)c2c(C)nc3ccccn23)cc1C | -4.4 | -2.9 | 0.2 | -0.1 | 1.1 | -0.5 | -2.5 | -5.8 | -2.8 | 1.7

Exported in markdown: part of the list above.
| structure | rCAG binder | Rev-erbA mod | PG9 binder | TCR-CD3 inh | MBD2 inh | UHRF1 binding | mABHD4 FP | HTRA1 inh | LEDGF integ inh | PRMT1 inh |
| --- | --- | --- | --- | --- | --- | --- | --- | --- | --- | --- |
| O=C(Nc1ccc(OC(F)(F)F)cc1)Nc1c(-c2ccccc2)nc2ncccn12 | 8.6 | -0.1 | x | x | 0.7 | -5.1 | -11.1 | x | 1.3 | 0.5 |
| COc1ccccc1S(=O)(=O)Nc1ccc(S(=O)(=O)Nc2nccs2)cc1 | 1.3 | 3.9 | -0.8 | -2.1 | 5.1 | 1.0 | 2.1 | 3.5 | -3.2 | 2.1 |
| CC1C(=O)N(Cc2cn(CCC3OCCO3)nn2)CCS(=O)(=O)N1Cc1ccc(-c2ccc(Cl)c(Cl)c2)cc1 (stereo not drawn) | 9.1 | 6.6 | -0.3 | 2.0 | 1.6 | -0.8 | -30.9 | -29.6 | -2.9 | -0.4 |

Following part.
SMILES | rCAG binder | Rev-erbA mod | PG9 binder | TCR-CD3 inh | MBD2 inh | UHRF1 binding | mABHD4 FP | HTRA1 inh | LEDGF integ inh | PRMT1 inh
COC(=O)C1[C@H]2SC(C)(C)C(C(=O)OC)N2C(=O)N1Cc1nc2ccccc2s1 (stereo partly drawn) | -2.9 | 0.0 | 0.1 | -3.3 | 3.4 | -0.5 | 5.2 | 4.1 | 1.9 | 1.5
CCC(C)N(C(=O)COC(=O)/C=C/c1ccc(O)c(OC)c1)C1CCS(=O)(=O)C1 (stereo not drawn) | 2.3 | -4.6 | -1.4 | -2.0 | 2.2 | 1.3 | 8.2 | -0.9 | -1.6 | -0.8
Cc1cc(C)cc(-n2ncc3c2CCCC3NC(=O)c2cc(C)oc2C)c1 (stereo not drawn) | -4.3 | -3.7 | 0.6 | 0.3 | -6.6 | -1.8 | -1.6 | -21.8 | 0.4 | 2.9
O=C(NCc1ccc2c(c1)OCO2)c1c[nH]c2ccc(S(=O)(=O)N3CCOCC3)cc2c1=O | 5.1 | 9.5 | 1.4 | -3.2 | -6.4 | 1.0 | 2.4 | -0.8 | 5.8 | 0.9
COC(=O)c1ccc(CNC(=O)COC(=O)COc2ccc(OC)cc2)cc1 | -4.8 | 10.3 | 0.3 | -1.3 | 2.5 | -1.5 | -1.9 | 1.7 | 3.8 | -0.3
CCN(Cc1ccccc1)C(=O)C(C)OC(=O)c1cc(S(=O)(=O)Nc2c(C)n(C)n(-c3ccccc3)c2=O)ccc1C (stereo not drawn) | -2.4 | -0.1 | 0.0 | 6.5 | -1.6 | 1.4 | 1.9 | -8.8 | -2.7 | -2.0
COc1ccc(C(=O)Nc2cccc(-c3ccc4nncn4n3)c2)cc1OC | -1.5 | 4.9 | -0.6 | 7.2 | -5.3 | -0.8 | -6.8 | 5.5 | 0.6 | -5.5
CCCc1cc(=O)oc2cc(OCC(=O)NCCN3CCOCC3)c(Cl)cc12 | -3.1 | 3.4 | -3.7 | 4.7 | -0.3 | -3.6 | 5.5 | 6.1 | 2.8 | -8.1
Cc1nc2ccc(NC(=O)c3ccc(Cl)c(NC(=O)c4cccs4)c3)cc2s1 | 14.4 | -7.0 | 1.5 | -1.2 | 4.2 | 0.4 | -48.4 | -82.9 | -1.8 | 2.5

Screens (PubChem BioAssay)
